Dicer inh – inhibitors of human Dicer processing of pre-microRNA. hit rate 6% among 47,000. cat-ELCCA pre-miR-21 Dicer processing, chemiluminescence; hits give high values. z-score at 25 µM; in the data active = z-score above about 3, passing the limit was not always enough;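 note: plate controls were vehicle for no effect and no enzyme for full effect; higher signal means more uncleaved substrate so more Dicer inhibition; strong numbers were not always called active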
Target sequence (Q9UPY3 whole entry, looked up): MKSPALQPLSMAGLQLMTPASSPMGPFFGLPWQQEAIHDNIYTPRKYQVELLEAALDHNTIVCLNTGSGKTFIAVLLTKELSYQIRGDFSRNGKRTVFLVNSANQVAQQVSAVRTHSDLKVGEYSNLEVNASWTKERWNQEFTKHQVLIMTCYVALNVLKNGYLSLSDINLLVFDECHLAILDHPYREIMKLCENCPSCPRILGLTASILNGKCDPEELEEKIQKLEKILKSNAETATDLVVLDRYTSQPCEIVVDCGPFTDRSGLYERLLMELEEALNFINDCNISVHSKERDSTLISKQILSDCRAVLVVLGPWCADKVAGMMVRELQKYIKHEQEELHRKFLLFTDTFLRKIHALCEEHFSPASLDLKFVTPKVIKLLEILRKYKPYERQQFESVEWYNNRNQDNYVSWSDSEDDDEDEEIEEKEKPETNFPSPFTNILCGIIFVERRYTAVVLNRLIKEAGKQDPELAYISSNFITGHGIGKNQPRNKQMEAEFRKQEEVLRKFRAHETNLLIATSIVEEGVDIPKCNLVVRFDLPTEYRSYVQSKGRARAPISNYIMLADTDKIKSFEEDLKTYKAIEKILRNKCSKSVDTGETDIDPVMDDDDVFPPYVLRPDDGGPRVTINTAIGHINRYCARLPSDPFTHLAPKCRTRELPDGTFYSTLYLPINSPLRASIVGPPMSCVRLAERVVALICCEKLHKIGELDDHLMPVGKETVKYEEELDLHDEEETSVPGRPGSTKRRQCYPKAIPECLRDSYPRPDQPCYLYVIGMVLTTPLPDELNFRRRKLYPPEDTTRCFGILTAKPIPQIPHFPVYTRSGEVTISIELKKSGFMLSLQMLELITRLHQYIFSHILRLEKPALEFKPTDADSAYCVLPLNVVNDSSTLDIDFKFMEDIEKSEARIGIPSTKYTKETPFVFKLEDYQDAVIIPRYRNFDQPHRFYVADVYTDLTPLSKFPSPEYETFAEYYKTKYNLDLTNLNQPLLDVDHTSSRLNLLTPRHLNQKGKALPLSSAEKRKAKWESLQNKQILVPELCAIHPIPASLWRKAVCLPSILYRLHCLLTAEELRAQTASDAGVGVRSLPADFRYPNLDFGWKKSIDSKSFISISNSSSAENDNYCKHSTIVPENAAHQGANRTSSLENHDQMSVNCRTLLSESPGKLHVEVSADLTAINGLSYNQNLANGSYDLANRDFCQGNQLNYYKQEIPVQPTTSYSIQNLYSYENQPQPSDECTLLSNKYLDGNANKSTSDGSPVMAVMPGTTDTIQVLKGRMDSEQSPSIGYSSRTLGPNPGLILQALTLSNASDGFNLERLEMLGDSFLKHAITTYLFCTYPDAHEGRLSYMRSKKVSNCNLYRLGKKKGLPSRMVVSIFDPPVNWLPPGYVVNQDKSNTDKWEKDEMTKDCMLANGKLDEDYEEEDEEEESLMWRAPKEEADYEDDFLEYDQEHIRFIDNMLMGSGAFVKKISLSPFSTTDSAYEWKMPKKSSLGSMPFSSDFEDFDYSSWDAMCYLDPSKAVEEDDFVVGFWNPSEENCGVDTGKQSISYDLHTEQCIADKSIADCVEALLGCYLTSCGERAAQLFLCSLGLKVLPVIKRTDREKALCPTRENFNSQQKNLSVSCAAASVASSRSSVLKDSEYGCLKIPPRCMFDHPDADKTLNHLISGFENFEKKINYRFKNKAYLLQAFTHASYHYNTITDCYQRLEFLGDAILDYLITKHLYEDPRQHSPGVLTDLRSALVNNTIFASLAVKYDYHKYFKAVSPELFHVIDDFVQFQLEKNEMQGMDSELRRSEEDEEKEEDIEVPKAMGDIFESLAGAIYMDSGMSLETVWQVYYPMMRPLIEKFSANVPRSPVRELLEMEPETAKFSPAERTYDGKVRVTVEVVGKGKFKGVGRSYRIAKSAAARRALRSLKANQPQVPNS
Active calls of the source: *. A portion of the library; the hit share may differ from the screen's.

SMILES	Dicer inh
COc1cccc(OCC(O)Cn2cnc3cc(C)c(C)cc32)c1 (stereo not drawn)	1.2
COC(=O)c1cc2c(N)c(C#N)sc2nc1C(OC)OC	-1.1
CCOC(=O)C1=C(C)N(c2ccc(F)cc2)C(=O)C1CC(=O)Nc1ccc(C(=O)OCC)cc1 (stereo not drawn)	-0.82
CCOC(=O)N/N=C(/CN1C(=O)c2ccccc2C1=O)c1ccc(C(F)(F)F)cc1	-2.4
Cc1ccccc1C1CC(=O)NC(SCc2ccccc2)=C1C#N (stereo not drawn)	-0.3
CCOC(=O)C1=C(C)NC(=O)C1CC(=O)Nc1ccccc1 (stereo not drawn)	0.07
O=C(CSc1nc(-c2ccco2)cc(C(F)(F)F)n1)N1CCc2ccccc2C1	-1
Cc1ccc2c(c1)-c1cc(C)nn1C(c1cc(Br)ccc1O)N2 (stereo not drawn)	1.9
Cc1cc(C)cc(NC(=O)N(CCC(=O)O)Cc2ccccc2)c1	-0.25
O=C(Cn1nnc(N2CCOCC2)n1)N/N=C/c1ccc(-c2cccc([N+](=O)[O-])c2)o1	-0.21
Cc1ccc(C(=O)CSc2nnc(C(F)(F)F)n2C)cc1	-1.8
N#Cc1ccc(N2CCSCC2)cc1[N+](=O)[O-]	-0.29
CCCCCCSC1=C(C#N)C(c2ccc(F)cc2)CC(=O)N1 (stereo not drawn)	-0.41
CCCSc1nc(N2CCCC2)c2c(c1C#N)CC(C)(C)OC2	3.6*
N/C(=N\S(=O)(=O)c1cc(Cl)sc1Cl)c1ccc(Cl)cc1	1.4
Cc1cc2nnc(C(=O)NN)c(C)n2n1	-3.8
Cc1cc(=O)[nH]c(SCCOc2ccc(C)c(C)c2)n1	-1.3
C=CCc1c(CCC)nc(-c2ccccn2)[nH]c1=O	1.8
Cn1c(=O)c2c(nc3n2CC(=O)N(CCc2ccccc2)C3)n(C)c1=O	-0.33
O=C(CSc1ncn[nH]1)n1c2ccccc2c2ccccc21	6.4
CCOC(=O)CC1=Nn2c(nnc2-c2cc(Cl)cc(Cl)c2)SC1	0.27
COc1ccc(C2Oc3ccccc3C3CC(c4cc(OC)ccc4O)=NN32)c(OC)c1 (stereo not drawn)	2.3
CC1=C(C(=O)OCc2ccccc2)C(c2ccc(O)cc2)C2=C(CCCC2=O)N1 (stereo not drawn)	0.01
COC(=O)C1=C(C)NC2=C(C(=O)CC(C)(C)C2)C1c1cccc(C)n1 (stereo not drawn)	0.58
COc1ccc(OC)c(C2/C(=C(/O)c3ccc(C)cc3)C(=O)C(=O)N2c2cccnc2)c1 (stereo not drawn)	-0.62
N#Cc1cc2c(nc1SCC(O)CNc1ccc(Cl)cc1)CCCC2 (stereo not drawn)	2.1
CCC(C)Nc1ncnc2sc3c(c12)CCCC3 (stereo not drawn)	1.3
C1=C(c2ccccc2)SC=C(c2ccccc2)S1	-0.4
CC1CN(c2ccccc2OC(=O)Nc2ccc(OC(F)(F)F)cc2)CC(C)O1 (stereo not drawn)	0.46
Cc1cc(C)c2c(n1)sc1c(Sc3nnc(-c4ccncc4)o3)ncnc12	-2
CCOc1ccccc1NC(=O)NC(=O)N(c1ccccc1)S(C)(=O)=O	-1
Cc1nc2c(C)cccc2c2c1CCS2	2.8
Cc1ccc(S(=O)(=O)N(C(=O)c2cccnc2)c2ccc3oc(=O)sc3c2)c(C)c1	8.4*
CCOC(=O)C(=CNNS(=O)(=O)c1cc(C(F)(F)F)cc(C(F)(F)F)c1)C(=O)OCC	-0.88
CCOc1csc2nc(C)cc(C)c12	-0.92
CCOc1ccc(-c2cn3ccccc3n2)cc1	1.2
O=C(N1CCCCC1)N1c2ccccc2Sc2ccccc21	1.8
CC1=C(C(=O)OCc2ccccc2)C(c2cccs2)C2=C(CCCC2=O)N1 (stereo not drawn)	1.6
CCOC(=O)C1=C(C)NC2=C(C(=O)CC(c3cccs3)C2)C1c1ccc(CC)s1 (stereo not drawn)	0.15
O=c1[nH]nc(-c2ccccc2)c2ccccc12	-0.94
CCOC(=O)c1ccc(N2C(=O)C3C4C=CC(CO)(O4)C3C2=O)cc1 (stereo not drawn)	-1.3
O=C(Nc1ccc(N2CCOCC2)cc1)c1ccc(Oc2cc(Cl)cc(Cl)c2)o1	0.52
COC(=O)c1nnn(-c2ccc(F)c(Cl)c2)c1C(=O)OC	0.14
Cc1cc(C)n(-c2ncccc2[N+](=O)[O-])n1	4.3
O=C1C2=C(C(c3ccccc3)=NCCN2)C(c2ccccc2F)N1c1ccccc1 (stereo not drawn)	0.84
CC(NC(=O)C(C(=O)NC(C)C1CC2CCC1C2)C12CC3CC(CC(C3)C1)C2)C1CC2CCC1C2 (stereo not drawn)	0.37
CC(C)(Cc1nc2ccccc2[nH]1)C(=O)O	-1.3
COC(=O)c1ccc(C2c3c(oc4ccccc4c3=O)C(=O)N2CCCN2CCOCC2)cc1 (stereo not drawn)	0.52
CNC(=S)N/N=C/c1ccc(Cl)cc1	-1.2
Cn1c(=O)c2ccccc2[s+]1-c1cccc2cccc(C(=O)O)c12 (stereo not drawn)	-1.1
(listing goes on)
SMILES	Dicer inh
O=S(=O)(c1cccc(C(F)(F)F)c1)N1CN2CN(C1)CN(S(=O)(=O)c1cccc(C(F)(F)F)c1)C2	0.29
CC1CCc2c(sc3nnn(CC(=O)NCc4ccco4)c(=O)c23)C1 (stereo not drawn)	1.7
O=C1CC(CSc2nnnn2-c2ccccc2)=NN1c1nc2ccccc2[nH]1	-2.3
C[C@H]1C[C@H]2[C@@H]3CCC4=CC(=O)C=C[C@]4(C)[C@@]3(F)[C@@H](O)C[C@]2(C)[C@@]1(O)C(=O)CO	0.22
O=C(CC1(O)C(=O)N(CCc2ccccc2)c2ccccc21)c1cccc(-n2cccc2)c1 (stereo not drawn)	-0.51
N#Cc1nc(COc2ccccc2)oc1NCc1cccnc1	0.24
Cc1nc(N2CCN(c3cccc(Cl)c3)CC2)nc2c1C(=O)CC(c1ccco1)C2 (stereo not drawn)	3*
Nc1nc2ncc(-c3ccccc3)c(N)n2n1	-0.01
CCOC(=O)c1cnn(-c2ccc(Cl)c(Cl)c2)c1C	-0.69
O=C(CSc1nc2ccccc2c(=O)[nH]1)Nc1cccc2nsnc12	-0.43
Cc1cc(C(F)(F)F)c2c(n1)sc1c(O)cc(=O)[nH]c12	-0.6
CCOc1ccc(/C(O)=C2/C(=O)C(=O)N(CCN(C)C)C23C(=O)N(CC)c2ccccc23)cc1 (stereo not drawn)	-0.84
Nc1nc2ccc(Cl)cc2n2c(-c3ccccc3)nnc12	-0.71
Nc1cccc(-c2cc(-c3ccccc3)nc(-c3cccc(N)c3)n2)c1	8.1*
Oc1cc(O)cc(/C=C/c2ccc(O)c(O)c2)c1	-1.2
CC1=CCC2C(=O)N(c3ccc(C(=O)OCC(=O)c4ccc(Br)cc4)cc3)C(=O)C2C1 (stereo not drawn)	0.49
Cc1cc(NC(=O)CCC(=O)O)no1	0.21
Cc1c2cnn(C)c(=O)c2c(C)n1-c1ccccc1	0.57
COC(=O)c1cccc(CSC(=S)N2CCCC2)c1	1.9
CC(C)(C)c1nc(S(=O)(=O)c2ccccc2)c(NCc2ccccc2)o1	0.06
O=S(=O)(CCSc1ncn[nH]1)c1nc2ccccc2s1	4.6
O=C(O)CCC(=O)Nc1ccc(C(=O)O)c(O)c1	6.1*
CN1N=C(c2ccccc2)CSC1=Nc1ccc(Cl)cc1	-0.05
COc1ccc(OCC(O)Cn2c(C)[n+](C)c3ccccc32)cc1 (stereo not drawn)	3.8*
COC(=O)c1ccsc1NC(=O)CN1CCN(S(=O)(=O)c2ccc(Cl)cc2)CC1	3*
CCCCc1[nH]nc2c1C1(CCN(C(=O)OCC)CC1)C(C#N)=C(N)O2	-5.2
COc1ccc(-c2cnc3c(-c4ccccc4)cnn3c2N)cc1OC	0.59
CC(=O)Oc1cn(C(C)=O)c2ccccc12	-1.4
O=C(Nc1ccc(Cl)cc1)N1CCN(c2nsc3ccccc23)CC1	1.8
Cc1ccc(C(=O)/C=C/S/C=C/C(=O)c2ccc(C)cc2C)c(C)c1	-2.1
S=c1[nH]nc(-c2ccncc2)n1Cc1ccccc1	1.2
Clc1ccccc1-c1nnc2c3cnn(Cc4ccccc4)c3ncn12	-0.41
CCCc1c(C(=O)O)cnn1-c1ccc(Cl)cc1	-1.6
COc1ccc2nc3c(nc2c1)CCCC3	-2.7
CCCOc1ccc(C(C)(O)CN2CCOCC2)cc1 (stereo not drawn)	-0.22
CCOC(=O)N1CCC(NC(=O)CNC(=O)c2ccco2)CC1	-0.81
C(=C\CSc1ccccn1)/CSc1ccccn1	1.2
COC(=O)COc1ccc2c(=O)c(Oc3ccccc3Br)c(C(F)(F)F)oc2c1	3.5*
Fc1ccc(Oc2ccc3nnc(-c4ccccc4)n3n2)cc1	0.04
CCO/C=C1\SC(=S)N(Cc2ccccc2)C1=O	-0.6
CCOC(=O)C1=C(C)Nc2nc3ccccc3n2C1c1ccc(N(C)C)cc1 (stereo not drawn)	-0.24
O=S(=O)(NCc1csc2ccc(Cl)cc12)c1cc(S(=O)(=O)c2ccccc2)cs1	-0.16
Cc1cc(NS(=O)(=O)c2ccc(NS(=O)(=O)c3cc(C)c(Cl)cc3C)cc2)no1	-0.44
C=CCN1C(c2ccc(C)cc2)=CS/C1=C(\C#N)C(=O)OCC	-0.51
CC(=O)Oc1ccc(C2OC(=O)C3(CCCCC3)C(=O)C2(C)C)cc1 (stereo not drawn)	0.25
CC(C)(C)c1cc(C(C)(C)C)n(-c2cnc3ccccc3n2)n1	-1.7
CC(=O)c1cc2cc([N+](=O)[O-])ccc2o1	0.51
CC(=O)Oc1ccc2oc(=O)sc2c1	-1.2
O=C(Nc1ccc(Cl)cc1)n1nccc1C(c1ccccc1)c1ccccc1	2.6
O=C(COc1ccccc1OC(=O)c1ccc(Cl)cc1)NCc1ccccc1Cl	-1.5
Continued.
SMILES	Dicer inh
CN(NC(=O)c1ccncc1Cl)c1cnc2ccccc2n1	0.34
CCOC(=O)c1cc(C#N)c(N2CCN(C(=O)c3ccc(Cl)cc3)CC2)nc1C(F)(F)F	-1.5
CCOCCOC(=O)COc1ccc2c(=O)c(-c3ccc(Cl)cc3)c(C(F)(F)F)oc2c1	0.28
Nc1c(C(=O)NNC(=S)Nc2ccc(Cl)cc2)cnn1-c1ccccc1	1.2
CCCCc1c(C)nc(C2CC2)[nH]c1=O	1.6
C=CCn1c(=O)c(C(=O)Nc2ccccc2)c(O)c2ccccc21	6.7
COc1ccc(C2C(C#N)=C(N)Oc3n[nH]c(-c4ccc5c(c4)OCO5)c32)cc1OC (stereo not drawn)	-5.8
O=C1Sc2ccc(S(=O)(=O)Nc3ccc4oc(=O)sc4c3)c3cccc1c23	11*
CCOC(=O)CC(=O)CSc1nc(C)c(C)cc1C#N	-2.1
Cc1ccc(Cn2c(C(C)O)nc3ccccc32)cc1 (stereo not drawn)	-0.31

Reprinted at random: 2 records from the list
SMILES	Dicer inh
COc1ccc(C2C(C#N)=C(N)Oc3n[nH]c(-c4ccc5c(c4)OCO5)c32)cc1OC (stereo not drawn)	-5.8
O=C1Sc2ccc(S(=O)(=O)Nc3ccc4oc(=O)sc4c3)c3cccc1c23	11*

The list continues:
SMILES	Dicer inh
C=CCn1c(Cc2ccccc2)nc2c(cnn2-c2ccccc2)c1=O	0.45
O=C(CCc1nc(-c2ccc(Cl)cc2)no1)NNC(=S)NCC1CCCO1 (stereo not drawn)	-0.53
O=[N+]([O-])c1ccc(-n2nccc2C(F)(F)F)cc1	-0.51
COc1cc(OC)cc(-c2nc3n(n2)C(c2ccc(F)cc2)C2=C(CC(C)(C)CC2=O)N3)c1 (stereo not drawn)	0.76
Cc1onc(-c2ccccc2)c1CNS(=O)(=O)c1ccc(-n2cccn2)cc1	-0.4
O=C(O)c1ccc2c(c1)C1C=CCC1C(c1ccc(F)cc1)N2 (stereo not drawn)	1
Cc1cc(C)c(Nc2nc(-c3ccc([N+](=O)[O-])cc3)cs2)c(C)c1	2.9
CC(=O)N1N=C(c2ccccc2)OC1c1ccc([N+](=O)[O-])s1 (stereo not drawn)	-1.3
CCCOC(=O)C1C2C=CC3(CN(C4CCCC4)C(=O)C13)O2 (stereo not drawn)	-1.2
O=C(CC(c1ccco1)S(=O)(=O)c1ccccc1)c1ccccc1 (stereo not drawn)	1.6

Some of these compounds in order of length of the SMILES, lowest first.
SMILES	Dicer inh
CCCCc1c(C)nc(C2CC2)[nH]c1=O	1.6
Cc1ccc(Cn2c(C(C)O)nc3ccccc32)cc1 (stereo not drawn)	-0.31
CCOC(=O)CC(=O)CSc1nc(C)c(C)cc1C#N	-2.1
O=[N+]([O-])c1ccc(-n2nccc2C(F)(F)F)cc1	-0.51
O=C(O)c1ccc2c(c1)C1C=CCC1C(c1ccc(F)cc1)N2 (stereo not drawn)	1
Nc1c(C(=O)NNC(=S)Nc2ccc(Cl)cc2)cnn1-c1ccccc1	1.2
O=C(CCc1nc(-c2ccc(Cl)cc2)no1)NNC(=S)NCC1CCCO1 (stereo not drawn)	-0.53
Cc1onc(-c2ccccc2)c1CNS(=O)(=O)c1ccc(-n2cccn2)cc1	-0.4
O=C1Sc2ccc(S(=O)(=O)Nc3ccc4oc(=O)sc4c3)c3cccc1c23	11*
Cc1cc(C)c(Nc2nc(-c3ccc([N+](=O)[O-])cc3)cs2)c(C)c1	2.9
CCOCCOC(=O)COc1ccc2c(=O)c(-c3ccc(Cl)cc3)c(C(F)(F)F)oc2c1	0.28
COc1ccc(C2C(C#N)=C(N)Oc3n[nH]c(-c4ccc5c(c4)OCO5)c32)cc1OC (stereo not drawn)	-5.8
CCOC(=O)c1cc(C#N)c(N2CCN(C(=O)c3ccc(Cl)cc3)CC2)nc1C(F)(F)F	-1.5
COc1cc(OC)cc(-c2nc3n(n2)C(c2ccc(F)cc2)C2=C(CC(C)(C)CC2=O)N3)c1 (stereo not drawn)	0.76

Continuation.
SMILES	Dicer inh
Nc1[nH]c(=S)[nH]c(=O)c1C(c1ccc(Cl)cc1Cl)c1c(N)[nH]c(=S)[nH]c1=O	3.4*
CCCCc1nc(SCC(=O)Nc2nc3c(s2)CCCC3)n[nH]1	0.87
CCOc1cccc(-c2nc3ccc(Br)cc3c(=O)o2)c1	1.2
Cc1[nH][nH]c(=O)c1C(c1ccc(OCc2ccc(F)cc2)cc1)c1c(C)[nH][nH]c1=O	-6.1
CC1(C)CC(=O)C=C(SCc2cccc(Cl)c2)S1	4.5*
